# Screening results deposited in PubChem by National Center for Advancing Translational Sciences (NCATS).
# D1 antagonist = Antagonist of Human D 1 Dopamine Receptor: qHTS. HEK293 TREx D1 cells, calcium flux, dopamine EC80; hits give low values. activity change, negative = inhibition, % at 10 µM. hit rate 3.2% among 360,000; in the data active = activity change below about -30%; note: % is set by controls: 0 for no effect and ±100 for the full control effect
# Target sequence (P21728 whole entry, looked up): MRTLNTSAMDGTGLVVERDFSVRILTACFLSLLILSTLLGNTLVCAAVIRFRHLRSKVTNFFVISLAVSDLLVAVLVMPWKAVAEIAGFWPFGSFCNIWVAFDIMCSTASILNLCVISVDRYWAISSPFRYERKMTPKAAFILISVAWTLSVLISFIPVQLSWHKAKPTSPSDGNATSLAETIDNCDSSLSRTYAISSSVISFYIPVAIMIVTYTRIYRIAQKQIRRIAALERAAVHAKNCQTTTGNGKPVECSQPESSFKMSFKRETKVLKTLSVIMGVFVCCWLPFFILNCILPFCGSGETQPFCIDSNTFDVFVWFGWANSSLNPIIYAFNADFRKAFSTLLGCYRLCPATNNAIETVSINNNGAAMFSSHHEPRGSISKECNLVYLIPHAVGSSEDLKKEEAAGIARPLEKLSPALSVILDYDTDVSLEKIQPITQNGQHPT
#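 Tetracycline-induced HEK293 Trex D1 cells, force-coupled to calcium, dye-loaded; compounds added and read 180 s, then EC80 dopamine added and calcium flux tracked kinetically another 180 s.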
# D2 ag = HTS Assay for Allosteric Agonists of the Human D2 Dopamine Receptor: Primary Screen for Agonists. activation, % at 2 µM. D(2) dopamine receptor (Homo sapiens), P14416. hit rate 0.53% among 340,000. HEK293 T-REx D2 cells, calcium flux agonist mode;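 active = activation over 3 SD above normal in the single-dose calcium agonist read, cut at about 30% in these data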; note: 0% is about no effect
# Target sequence (P14416 whole entry, looked up): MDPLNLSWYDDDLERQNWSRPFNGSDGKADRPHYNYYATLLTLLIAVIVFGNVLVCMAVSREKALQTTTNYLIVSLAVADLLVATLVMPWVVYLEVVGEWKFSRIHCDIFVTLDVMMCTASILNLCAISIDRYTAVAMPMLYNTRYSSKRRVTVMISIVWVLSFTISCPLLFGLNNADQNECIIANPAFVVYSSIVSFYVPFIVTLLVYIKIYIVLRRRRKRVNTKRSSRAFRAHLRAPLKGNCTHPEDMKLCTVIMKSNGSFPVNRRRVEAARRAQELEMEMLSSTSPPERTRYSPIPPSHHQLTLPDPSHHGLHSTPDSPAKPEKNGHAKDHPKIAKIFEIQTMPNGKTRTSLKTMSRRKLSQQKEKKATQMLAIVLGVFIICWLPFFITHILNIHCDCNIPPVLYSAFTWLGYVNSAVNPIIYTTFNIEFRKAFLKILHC
#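 In this primary screen, compounds producing a positive calcium signal within 180 s of addition to tetracycline-induced, force-coupled HEK293 Trex D2 cells are flagged; cells are dye-loaded with a no-wash calcium kit beforehand.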
# RXFP1 antag = qHTS Assay for Antagonists of the Relaxin Receptor RXFP1; Relaxin receptor 1 (Homo sapiens), Q9HBX9; HEK293-RXFP1, relaxin-stimulated cAMP HTRF, 30 min; hits give low values; activity change, negative = inhibition, % at 57.5 µM; hit rate 0.59% among 350,000;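 active = activity change of -60% or lower, but not beyond a set lower limit; inconclusive = change between -60% and -40%, or beyond the set limit; inactive = change above -40%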; note: % is set by controls: 0 for no effect and ±100 for the full control effect
# TRHR ag = qHTS for Small Molecule Agonists and Allosteric Enhancers of Human TRH Receptor: Primary Screen for Agonists; TRHR cells, calcium flux fluo-8, FDSS agonist mode; activation, % at 2 µM; hit rate 0.18% among 360,000; AID 493084, 2011; note: 0% is about no effect
#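 Fluo-8-loaded TRHR cells; 10 s baseline, compound added, kinetic Ca2+ fluorescence read 1/s, agonist mode.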
# TRHR PAM = qHTS for Small Molecule Agonists and Allosteric Enhancers of Human TRH Receptor: Primary Screen for Enhancers; Thyrotropin-releasing hormone receptor (Homo sapiens), P34981; TRHR cells, fluo-8 calcium fluorescence, EC20 TRH enhancement; enhancement, % at 2 µM; hit rate 0.66% among 360,000; AID 493056, 2011; in the data active = enhancement above about 30%; note: 0% is about no effect
#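 TRHR-expressing cells loaded with fluo-8 calcium dye were read kinetically (ex 480/em 530) during compound addition, then stimulated with an EC20 of TRH (10 nM final). Enhancement of the Gq-mediated intracellular calcium response was scored.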
# D2 PAM = HTS Assay for Positive Allosteric Modulators of the Human D2 Dopamine Receptor: Primary Screen for Potentiators; D(2) dopamine receptor (Homo sapiens), P14416; HEK293 T-REx D2, calcium flux, EC20 dopamine potentiation; potentiation, % at 10 µM; hit rate 0.34% among 340,000; AID 485347, 2010;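 active = potentiation over 3 SD above the plate norm, cut at about 30% in these data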; note: 0% is about no effect
#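 Calcium flux readout, no-wash dye, 1 read/s. Inducible HEK293 Trex D2 line, overnight 30 C. Compound alone 180 s (agonist flags), then EC20 dopamine, another 180 s to score potentiation.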
# D2 antag = HTS Assay for Allosteric Antagonists of the Human D2 Dopamine Receptor: Primary Screen for Antagonists. inhibition, % at 10 µM. D(2) dopamine receptor (Homo sapiens), P14416. AID 485344, 2010. hit rate 2% among 340,000. HEK293 TREx D2 cells, calcium flux, dopamine EC80; in the data active = inhibition above about 30%; note: 0% is about no effect
#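 Read-out: kinetic calcium fluorescence (1 cycle/s) in inducible HEK293 T-REx D2 cells after an EC80 dopamine addition that followed 180 s compound preincubation. Loss of the dopamine response indicates antagonism.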
# D1 ag = Allosteric Agonists of the Human D1 Dopamine Receptor: qHTS | D(1A) dopamine receptor (Homo sapiens), P21728 | HEK293 T-REx D1 cells, calcium flux, agonist mode | activation, % at 2 µM | hit rate 1% among 360,000 | AID 504660, 2011; note: 0% is about no effect
#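 Tetracycline-induced HEK293 TREx D1 cells, force-coupled to calcium signalling, were dye-loaded with a no-wash calcium kit. Compound was pin-added after a 10 s baseline. Fluorescence was read kinetically at 1 cycle/s for 180 s, with calcium rises flagged as agonism.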
# D1 PAM = Potentiators of Human D1 Dopamine Receptor: qHTS; potentiation, % at 10 µM; hit rate 0.036% among 360,000; D(1A) dopamine receptor (Homo sapiens), P21728; HEK293 TREx D1 cells, calcium flux, dopamine EC20 potentiation; in the data active = potentiation above about 30%; note: 0% is about no effect
# An asterisk follows results filed as active; ? = inconclusive; · = not tested or not shown. Cut-off read from the data, not from the text of the source, unless noted: active = activation above about 30%; inactive = the rest.
Structure,D1 antagonist,D2 ag,RXFP1 antag,TRHR ag,TRHR PAM,D2 PAM,D2 antag,D1 ag,D1 PAM
Cn1nc(C(=O)N2CCC(C(N)=O)CC2)c2c1-c1ccccc1SC2,-16,0.7,·,0.0,-1,-4,5,1,-2
CC(C)C[C@H](NC(=O)c1nc[nH]c1C(=O)NC(c1ccccc1)c1ccccc1)C(=O)OC(C)(C)C,-33*,0.9,·,0.5,-12,-3,15,11,-5
COc1cc(C(=O)N=C2SC3CS(=O)(=O)CC3N2c2ccccc2)cc(OC)c1OC (stereo not drawn),-15,0.5,-27,0.1,-1,1,6,1,-7
CCCCN(C)C(=O)c1ccc2c(=O)n3nc(Nc4cc(C)ccc4C)sc3nc2c1,-68*,-0.6,-8,-0.7,15,9,·,3,-4
O=C(CSc1nnc(CNc2ccc(F)cc2)n1Cc1ccco1)NC1CC1,2,-1.2,-4,-1.0,5,20,-2,2,0
CC(=O)NC1CC2CCCC(C1)N2CC(=O)NCc1ccc(F)cc1 (stereo not drawn),9,0.0,-3,-0.2,0,-8,22,-2,0
Cc1ccc(NC(=O)CCCn2c(=S)[nH]c3ccsc3c2=O)cc1C,3,-0.9,?,-1.1,-30,-3,15,2,8
CN1CCN(CCC(=O)N/N=C/C=C2\N(C)c3ccccc3C2(C)C)CC1,-8,2.7,-16,2.6,10,-19,-7,10,0
O=C(O)c1ccccc1Nc1cccc(OCc2ccc3ccccc3n2)c1,39,-0.2,·,-0.9,16,12,17,0,4
CCc1cccc(CC)c1NC(=O)C[n+]1cccc(C(N)=O)c1,8,0.3,?,0.0,28,-9,0,3,6
CCCCC12CN3CC(C)(CN(C1)C31C(=O)N(C)c3ccc(C)cc31)C2=O (stereo not drawn),-9,0.7,12,-0.7,-7,-7,2,0,1
COc1ccc(S(=O)(=O)Nc2cccc(-c3ccc4nncn4n3)c2)cc1,0,-0.5,-3,-0.8,3,16,-16,4,-1

# Three of the entries above in order of the D2 antag value, lowest first:
SMILES,D2 antag
CCc1cccc(CC)c1NC(=O)C[n+]1cccc(C(N)=O)c1,0
CCCCC12CN3CC(C)(CN(C1)C31C(=O)N(C)c3ccc(C)cc31)C2=O (stereo not drawn),2
CC(C)C[C@H](NC(=O)c1nc[nH]c1C(=O)NC(c1ccccc1)c1ccccc1)C(=O)OC(C)(C)C,15

# 3 structures already listed, arranged by molecular weight, smallest number first.
Structure,D1 antagonist,D2 ag,RXFP1 antag,TRHR ag,TRHR PAM,D2 PAM,D2 antag,D1 ag,D1 PAM
CCc1cccc(CC)c1NC(=O)C[n+]1cccc(C(N)=O)c1,8,0.3,?,0.0,28,-9,0,3,6
CCCCC12CN3CC(C)(CN(C1)C31C(=O)N(C)c3ccc(C)cc31)C2=O (stereo not drawn),-9,0.7,12,-0.7,-7,-7,2,0,1
O=C(O)c1ccccc1Nc1cccc(OCc2ccc3ccccc3n2)c1,39,-0.2,·,-0.9,16,12,17,0,4

# (more compounds)
Structure,D1 antagonist,D2 ag,RXFP1 antag,TRHR ag,TRHR PAM,D2 PAM,D2 antag,D1 ag,D1 PAM
O=C(CCN1CCCCCC1)Nc1ccc(F)cc1,1,-0.1,-14,-2.2,4,6,1,13,1
Nn1c(SCC(=O)N2CCOCC2)nnc1C1CC1,-3,0.1,-9,0.0,0,27,5,6,5
NNC(=O)CCc1ccc(S(=O)(=O)N2CCOCC2)cc1,-8,-0.7,-2,-0.3,-4,-7,13,0,4
CC(C)CCNC(=O)C1CCN(Cc2cccc(OCc3ccccc3)c2)CC1,-27,1.6,-10,4.2,-2,0,-13,42*,-6
CC(=O)c1cc(C#N)c(SCC(=O)OC(C)(C)C)nc1C,-4,-1.9,-4,0.2,23,8,-8,5,-3
CCOc1ccccc1N1CC(c2nc3ccccc3n2CCOc2ccccc2)CC1=O (stereo not drawn),-25,-0.5,-5,1.3,-12,7,·,26,-1
COc1ccccc1OCCNC(=O)c1cccc(S(=O)(=O)N2CCN(C)CC2)c1,6,·,0,-0.1,1,·,·,1,5
O=C(N=Nc1c(O)[nH]c2ccc([N+](=O)[O-])cc12)c1ccccc1[N+](=O)[O-],-25,0.9,-1,0.4,-5,3,12,2,-3
O=C1OC(c2ccccc2)C2(CCCC2)C(=O)C12CCCC2 (stereo not drawn),-3,0.3,5,0.7,1,-1,-11,11,-2
CCOC(=O)c1oc2ccc(Br)cc2c1NC(=O)CN1CCN(C)CC1,-5,-0.3,-16,2.0,2,5,19,11,1
CC1CCC(NC(=O)COC(=O)c2ccc3ncsc3c2)CC1 (stereo not drawn),-9,-0.4,-6,-0.4,0,4,-1,0,-2
Cc1nn(Cc2ccccc2)c(C)c1C(=O)NCCN1C(=O)S/C(=C\c2ccc(F)cc2)C1=O,-17,-2.6,-8,-0.5,7,6,1,6,-7

# Next section.
SMILES | D1 antagonist | D2 ag | RXFP1 antag | TRHR ag | TRHR PAM | D2 PAM | D2 antag | D1 ag | D1 PAM
COc1ccccc1NC(=O)Cn1c(SCC(=O)N(C)c2ccccc2)nc2ccccc21 | -2 | -0.8 | · | -1.5 | 1 | -2 | · | 5 | 1
Cc1ccccc1CN1CCN(CC(=O)NCc2ccccc2Cl)C1=O | -21 | 0.4 | 8 | -0.9 | 3 | -8 | · | -3 | -2
Cc1cc(OCC(=O)NCC(c2cccs2)N2CCOCC2)ccc1C(C)C (stereo not drawn) | -19 | 0.4 | -4 | -0.2 | 1 | 9 | -17 | 0 | -8
Cc1[nH]c(=S)c(C#N)c(C)c1CCC#N | 15 | 0.7 | -119* | 0.2 | 28 | 3 | -10 | 3 | -1
CCOC(=O)CSc1ccc(S(=O)(=O)N(CC)CC)cc1[N+](=O)[O-] | -6 | -0.3 | 2 | -0.4 | -1 | -9 | 7 | 1 | 0
COc1ccc2cc(C(=O)NCCO)sc(=O)c2c1OC | 7 | 0.9 | -5 | 0.6 | 3 | 15 | -15 | 0 | 1
O=C(Nc1ccccc1)OC1C2CCC1C(N1CCCCC1)CC2 (stereo not drawn) | -10 | 0.6 | 6 | 2.6 | 1 | -1 | 9 | 3 | -5
CCOc1ccc(NC(=O)CSc2ncc3c(n2)-c2cc(Cl)ccc2N(C)S3(=O)=O)cc1 | 4 | 0.0 | -13 | 0.5 | 8 | 3 | · | 5 | -2
Cc1nn(Cc2ccccc2)c(C)c1NC(=O)c1cc(C(C)C)on1 | -8 | -0.2 | -1 | -1.8 | -9 | 19 | · | 7 | 0
O=C(CCN=C1NS(=O)(=O)c2ccccc21)OCc1nnc(-c2ccccc2)o1 | 0 | -1.1 | -13 | -1.4 | 10 | 14 | 7 | 1 | -5
COc1ccc(S(=O)(=O)N2CCC(NC(=O)c3cccc(F)c3)CC2)cc1 | 3 | -3.0 | 4 | -2.2 | 1 | -11 | 3 | 0 | -3
CN1c2ccccc2C(C)(C)C12CC(c1cccc(S(=O)(=O)N3CCCC3)c1)=NO2 (stereo not drawn) | 2 | 0.5 | 5 | 0.9 | -3 | -7 | 2 | 6 | -1
Cc1csc(SCC(=O)NC(=O)NC(C)C)n1 | 37 | -5.0 | 1 | 0.2 | 9 | -1 | -2 | 2 | -1
Cc1nn(C)c(Cl)c1CN1CCN(C2CCCC2)C(CCO)C1 (stereo not drawn) | 11 | -0.1 | 4 | -0.9 | 19 | 7 | 8 | 1 | 3
NC(=O)c1cccc([N+](=O)[O-])c1 | · | 0.2 | · | -0.3 | -4 | 10 | -11 | 1 | -5
O=C(Cc1ccc(Cl)cc1)NC(=S)Nc1ccccc1O | -10 | 11 | -10 | 5.8 | -4 | 4 | 3 | 35* | -4
COc1ccc(CCNC(=O)Cn2nnc(-c3cccc(OC)c3OC)n2)cc1OC | 0 | -0.3 | 0 | -0.6 | -3 | 20 | -6 | 1 | -1
COC(=O)c1ccc(NC(=S)NN2CCOCC2)cc1 | 11 | -1.5 | 2 | -2.1 | 2 | 8 | 9 | 2 | -2
Clc1ccc(Cn2ncc3c(N4CCCCC4)ncnc32)cc1 | 21 | · | -29 | -1.7 | -15 | · | · | 8 | -3
CCc1ccc(NC(=O)c2cnn(-c3ccccc3)c2-n2cccc2)cc1 | 0 | -1.1 | -25 | -2.5 | 14 | 13 | · | 15 | -4
COc1ccc2nc(C)cc(Nc3ccc(N4CCN(C)CC4)cc3)c2c1 | 5 | 0.0 | -13 | 0.0 | -6 | 5 | -12 | 1 | 4
CCOc1ccc(CNC(=O)C(=O)c2cn(CC(=O)N3CCOCC3)c3ccccc23)cc1OC | 12 | -1.4 | -7 | -0.8 | 2 | -10 | 25 | 1 | 5
CSc1sc(C#N)c2c1/C(=N\O)CCC2 | 6 | 2.4 | -6 | 0.1 | 2 | -2 | -2 | 2 | -6
Cc1ccc(-n2c(=O)c3c4c(sc3n(CC(=O)C(C)(C)C)c2=O)CCCCC4)cc1C | 11 | 0.4 | · | 0.7 | 5 | -6 | · | 2 | 1
CCC(=O)N(Cc1ccc(S(N)(=O)=O)cc1)C1CC(=O)N(c2ccccc2)C1=O (stereo not drawn) | 2 | 1.5 | -3 | 1.0 | -3 | -2 | -9 | 2 | -1
O=S(=O)(NCc1cc(-c2ccccc2)no1)c1ccccc1 | 4 | -0.2 | 19 | -0.6 | -5 | 1 | -6 | 2 | -3
COC(=O)C1=C(C)NC2=C(C(=O)CCC2)C1c1cn(Cc2ccc(Cl)cc2Cl)nc1-c1ccccc1 (stereo not drawn) | 6 | 0.1 | -6 | 0.2 | -7 | 2 | -13 | 4 | 1
